# Screens from PubChem.
# hERG protect: compounds protecting human hERG from proarrhythmic drug block; CHO-hERG, FluxOR thallium flux, dofetilide IC70 present; actives 0.51% (n = 310,000); AID 1511; activation (rescue from dofetilide block), less the hit threshold, % at 10 µM;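 active = activation above the mean of controls blocked by dofetilide plus 5 SD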;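 also: thallium influx through hERG after potassium depolarization seen as dye fluorescence rise; in these data hits start at about 4.7%; inactives centre near -7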
# TRPC4 act: opens the mouse TRPC4 cation channel | Q9QUQ5 | actives 0.49% (n = 310,000) | HEK293 TRPC4beta/mu-opioid, Fluo4 calcium fluorescence; hits give high values | AID 2237 | B-score at 10 µM;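 active = B-score above 5 SD of library B-scores, and initial fluorescence ratio not above library mean plus 5 SD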;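 also: positive B-score marks a calcium rise read as TRPC4 activation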
#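 System: HEK293 cells stably co-expressing mouse TRPC4beta and mu-opioid receptor; Schedule: Fluo4 dye loading 45 min at room temperature, 110 s recording; Detection: Fluo4 fluorescence, kinetic; Evaluation: B-scored integrated calcium fluorescence ratio; Controls: buffer (low) and maximal DAMGO (high).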
# TRPC4 potent: TRPC4 (mouse) allosteric potentiation; Q9QUQ5; HEK293 TRPC4beta/mu-opioid, DAMGO EC20, Fluo-4 Ca2+ flux; hits give high values; actives 0.42% (n = 310,000); B-score at 10 µM;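 active = B-score of calcium response area above 5 SD of library B-scores, with initial fluorescence ratio within 5 SD of library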;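 also: B-score of integrated fluorescence ratio over time as area under calcium response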
# PolyA inh: yeast polyadenylation inhibition. calls only at 12 µM. actives 0.02% (n = 300,000). S. cerevisiae SKY197-pL101 polyadenylation reporter, beta-gal luminescence; efflux-impaired pdr1/pdr3 knockout yeast; score 100 = 6 SD above DMSO;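 active = lowest replicate activity score at least 50, where 100 means six control SD above control mean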;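 also: yeast exposed to compound for 9 h at 30 °C; higher score means more reporter readthrough which indicates perturbed polyadenylation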
# DYRK1A inh: blocks rat Dyrk1A kinase activity; Q63470; ADP-Glo luminescence, NFATc1 peptide; inhibition, % at 12.5 µM; actives 0.43% (n = 310,000); AID 504441; in the data active = inhibition above about 50%;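 also: plate controls were vehicle with enzyme for no effect and no enzyme for full effect; many of its hits are not listed in these tables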
# KCNK3 inh: human KCNK3 channel inhibition, primary screen; O14649; CHO-KCNK3 thallium flux, FluxOR fluorescence; hits give low values; B-score at 10 µM; actives 0.84% (n = 340,000);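 active = B-score under library mean minus 4 SD, starting fluorescence ratio at most library mean plus 5 SD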;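 also: more negative B-score means stronger inhibition of thallium flux through KCNK3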
# Target sequence (O14649 whole entry, looked up): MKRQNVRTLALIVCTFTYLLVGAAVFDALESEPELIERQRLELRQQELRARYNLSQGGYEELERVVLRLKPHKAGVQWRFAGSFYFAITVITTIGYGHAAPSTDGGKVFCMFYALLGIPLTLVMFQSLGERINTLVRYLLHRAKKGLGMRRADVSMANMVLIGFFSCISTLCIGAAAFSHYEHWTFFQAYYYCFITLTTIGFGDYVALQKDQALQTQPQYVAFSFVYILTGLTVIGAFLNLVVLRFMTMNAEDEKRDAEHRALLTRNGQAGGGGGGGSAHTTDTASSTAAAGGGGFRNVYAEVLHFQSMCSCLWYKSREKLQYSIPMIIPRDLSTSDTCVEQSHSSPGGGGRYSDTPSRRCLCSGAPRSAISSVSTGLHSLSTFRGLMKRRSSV
# TRPC4 inh: inhibitors of mouse TRPC4 channel. HEK293 TRPC4beta/mu-opioid, DAMGO-evoked Fluo4 calcium flux; hits give low values. B-score at 10 µM. actives 0.39% (n = 300,000). AID 2247. Q9QUQ5;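 active = B-score over 3 SD under the library average, no early fluorescence shift, positive overall ratio signal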
#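 test system = HEK293 cells with stable TRPC4beta plus mu-opioid receptor expression | detection = Fluo4 Ca2+ flux fluorescence | read-out = integrated fluorescence ratio relative to baseline, converted to per-well B score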
# KCNQ1 inh: human KCNQ1 channel inhibition | P51787 | CHO-K1 KCNQ1, FluxOR thallium flux fluorescence; hits give high values | B-score at 10 µM | actives 1.3% (n = 310,000);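 active = compounds whose thallium flux B-score, printed positive for inhibition, exceeds three library SD while starting fluorescence stays within three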;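 also: channel opened by potassium depolarization with thallium stimulus after 20 min compound exposure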
# Target sequence (P51787 whole entry, looked up): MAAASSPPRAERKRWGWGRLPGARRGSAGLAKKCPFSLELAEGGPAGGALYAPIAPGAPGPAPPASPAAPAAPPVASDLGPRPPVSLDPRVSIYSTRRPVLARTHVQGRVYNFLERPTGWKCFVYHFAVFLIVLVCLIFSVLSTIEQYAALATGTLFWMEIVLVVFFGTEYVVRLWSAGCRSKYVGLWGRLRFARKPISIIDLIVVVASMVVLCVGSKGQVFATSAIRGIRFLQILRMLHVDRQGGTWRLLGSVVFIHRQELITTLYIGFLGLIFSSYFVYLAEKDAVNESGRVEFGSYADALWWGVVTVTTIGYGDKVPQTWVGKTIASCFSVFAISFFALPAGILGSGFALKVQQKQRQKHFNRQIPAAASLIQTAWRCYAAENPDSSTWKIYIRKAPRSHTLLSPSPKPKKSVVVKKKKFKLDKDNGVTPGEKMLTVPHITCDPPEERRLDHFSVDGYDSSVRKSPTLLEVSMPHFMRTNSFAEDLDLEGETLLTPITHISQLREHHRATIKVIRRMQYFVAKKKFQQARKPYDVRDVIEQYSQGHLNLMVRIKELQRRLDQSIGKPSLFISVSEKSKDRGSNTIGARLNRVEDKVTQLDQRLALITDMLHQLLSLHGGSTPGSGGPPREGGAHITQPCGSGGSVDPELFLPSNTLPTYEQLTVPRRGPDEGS
# KCNK9 inh: human KCNK9 channel inhibition; Q9NPC2; HEK293 KCNK9, FluxOR thallium flux fluorescence; hits give low values; actives 1.2% (n = 310,000); AID 488922; B-score at 10 µM;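 active = ratio B-score over 3 SD below the library mean, with starting fluorescence within 5 SD of its mean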;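 also: negative B-score means less thallium flux so channel inhibition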
# Platelet DG rel: modulates dense granule release in human platelets; inhibition, %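 (compounds screened at 7.5 µM in platelet-rich plasma)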; actives 0.22% (n = 300,000); human platelet-rich plasma, SFLLRN dense granule ATP release, luminescence;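 active = mean replicate score, as percent of positive control, at or above 50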
# KCNQ1 act: potentiators or activators of human KCNQ1 potassium channel; P51787; B-score at 10 µM; CHO-K1 KCNQ1, thallium flux FluxOR fluorescence; hits give high values; actives 0.35% (n = 310,000);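 active = fluorescence ratio B-score, a plate-corrected score, at least three library SD, with initial intensity B-score within 5 SD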
#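 Schedule – 37 °C overnight plating, 90-min dark dye load, 20-min compound pretreatment · System – stable KCNQ1 CHO-K1 line · Probe or stimulus – thallium- and potassium-containing depolarizing buffer · Measured by – kinetic FluxOR fluorescence, 10 s baseline plus 110 s post-stimulus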
# Starred values were filed as active, the others as inactive; i = inactive; . = not tested or not shown; & = joins results of further samples; ! = a repeat was not active.
SMILES,hERG protect,TRPC4 act,TRPC4 potent,PolyA inh,DYRK1A inh,KCNK3 inh,TRPC4 inh,KCNQ1 inh,KCNK9 inh,Platelet DG rel,KCNQ1 act
C/C(=N\NC(=O)c1ccncc1)c1c(O)[nH]c(=O)[nH]c1=O,-14.3,i,i,i,.,.,i,i,i,3.8,i
CCc1c(C)nc(N)nc1N1N=C1SCC(N)=O,-9.2,i,i,.,0.5,i,i,i,i,8.7,i
O=C(O)c1ccc(-n2c(O)c(/C=C3\C=Nc4ccccc43)c(=O)[nH]c2=O)cc1,-4.7,i,i,i,11.5,i,i,i,i,3.1,i
Cc1ccccc1C(=O)NC(Oc1ccccc1)C(Cl)(Cl)Cl (stereo not given),-8.2,i,i,i,3.9,i,i,i,i,4.8,i
Cc1cc(NCCN)nc2ccccc12,-7.3,i,28*,i,39.1,i,i,i,i,0.6,i
COc1ccc(C(=O)C2CCCN(Cc3ccon3)C2)cc1OC (stereo not given),-11.7,i,i,i,-0.3,i,i,i,i,3.1,i
CN(C)C1(CNC(=O)Cc2ccccc2F)CCCCC1,-2.8,i,i,i,-5.5,i,i,i,i,4.7,i
CN(C)c1ccc(/C=C2/C(=O)NC(=O)N(CCc3ccc(F)cc3)C2=O)cc1,-9.9,i,i,i,7.4,i,i,i,i,-0.2,i
COC(=O)C(O)(c1ccc(N(C)C(=O)OC(C)C)cc1)C(F)(F)F (stereo not given),-2.6,i,i,i,32.5,i,i,i,i,-6.5,i
CN1CCN(c2cn[nH]c(=O)c2Cl)CC1,-5.7,i,i,i,-2.9,i,i,i,i,4.1,i
COc1ccc(N2C(=O)/C(=C/C=C/c3ccccc3[N+](=O)[O-])C(=O)NC2=S)cc1,-15.4,i,i,i,.,.,i,i,i,-2.0,i
COc1cc(NC(=O)CN2C3CCC2CC(O)(c2cccnc2)C3)cc(OC)c1 (stereo not given),-2.9,i,i,i,-2.6,i,i,i,i,3.9,i
Cn1cccc1/C=C1/C(=O)NC(=O)N(C(C)(C)C)C1=O,-7.6,i,i,i,-3.5,i,i,i,i,-1.6,i
Oc1ccc(Br)cc1CN1CCN(c2ccccc2)CC1,-9.4,i,i,.,3.5,i,i,i,i,-2.0,i
COC(=O)C1=C(c2ccc(S(C)(=O)=O)cc2)C[C@@H]2CC[C@H]1N2C(=O)N1CCCCC1,-4.7,i,i,i,6.9,i,i,i,i,-1.2,i
COc1cccc(C(=O)C2CCCN(Cc3ccon3)C2)c1 (stereo not given),-7.6,i,i,.,-4.4,i,i,i,i,-3.1,i
Cc1ccsc1C(=O)C1CCCN(Cc2cnc(N)nc2)C1 (stereo not given),-14.3,i,i,i,.,i,i,i,i,2.0,i
Cc1c(C(c2ccc(O)cc2)c2c(O)c3ccccc3oc2=O)c(=O)n(-c2ccccc2)n1C (stereo not given),-7.3,i,i,i,-8.5,i,i,i,i,-5.1,i
CCCN(CC#CCOc1ccc(OC)cc1)CCC,-2.0,i,i,i,4.1,i,i,i,i,0.4,i
COP(=O)(OC)C(NC(=O)/C=C/c1ccccc1)C(Cl)(Cl)Cl (stereo not given),-0.1,i,i,i,-2.3,i,i,i,i,0.4,i
COc1cccc(-c2nn(Cc3ccccc3)cc2C(=O)O)c1,-5.1,i,i,i,-1.0,i,i,i,i,8.1,i
O=C(Cc1ccccc1)Oc1cccc(-n2cnnn2)c1,-6.3,i,i,i,4.7,i,i,i,i,-4.6,i
CCOC(=O)N(CC)c1ccc(C(O)(C(=O)OCC)C(F)(F)F)cc1 (stereo not given),-8.8,i,i,i,3.7,i,i,i,i,-6.6,i
CC(C)CNP(=S)(c1ccccc1)C(C)(C)C (stereo not given),-7.4,i,i,i,3.5,i,i,i,i,-10.7,i
Cc1ccc(-n2c(O)c(C=NCC3CCCO3)c(=O)[nH]c2=O)c(C)c1 (stereo not given),-4.2,i,i,i,.,i,i,i,i,-21.0,i
O=c1[nH]c(=O)n(Cc2ccco2)c(O)c1C=NCCN1CCOCC1,-5.3,i,i,i,0.9,i,i,i,i,-9.6,i
O=C1NC(=O)C(=Cc2ccc(Oc3ccc([N+](=O)[O-])cc3)cc2)C(=O)N1,-3.1,i,i,i,.,i,i,i,i,6.1,i
COc1ccc(CCn2c(O)c(/C=N/N3CCOCC3)c(=O)[nH]c2=O)cc1OC,-5.0,i,i,i,.,i,i,i,i,2.3,i
CCN1CCN(C(=O)COc2ccc(S(=O)(=O)Nc3ccc(Cl)cc3)cc2)CC1,-12.9,i,i,i,-0.5,i,i,i,i,-6.3,i
Cc1ccc(CNC2=NCCS2)cc1,-4.1,i,i,i,-2.2,i,i,i,i,-39.7,i

# Entries of single compounds, looked up by structure.
# CN(C)C1(CNC(=O)Cc2ccccc2F)CCCCC1 across the screens: hERG protect = -2.8; TRPC4 act = i; TRPC4 potent = i; PolyA inh = i; DYRK1A inh = -5.5; KCNK3 inh = i; TRPC4 inh = i; KCNQ1 inh = i; KCNK9 inh = i; Platelet DG rel = 4.7; KCNQ1 act = i
# CCN1CCN(C(=O)COc2ccc(S(=O)(=O)Nc3ccc(Cl)cc3)cc2)CC1 across the screens: hERG protect = -12.9; TRPC4 act = i; TRPC4 potent = i; PolyA inh = i; DYRK1A inh = -0.5; KCNK3 inh = i; TRPC4 inh = i; KCNQ1 inh = i; KCNK9 inh = i; Platelet DG rel = -6.3; KCNQ1 act = i

# The results go on:
SMILES,hERG protect,TRPC4 act,TRPC4 potent,PolyA inh,DYRK1A inh,KCNK3 inh,TRPC4 inh,KCNQ1 inh,KCNK9 inh,Platelet DG rel,KCNQ1 act
CCCn1c(C(=O)c2ccccc2)nc2ccccc21,-12.2,i,i,i,-1.6,i,i,i,i,3.7,i
O=C(Cc1c(Cl)cccc1Cl)N1CCN(Cc2ccccc2)CC1,-3.8,i,i,i,-4.9,i,i,i,i,1.8,i
COc1cccc(NC(=O)[C@@H](NC(=O)N2C[C@H]3C[C@@H](C2)c2cccc(=O)n2C3)C(C)C)c1,-6.5,i,i,i,-6.0,i,i,i,i,-6.4,i
CCC1(c2ccccc2)C(=O)N(COC)C(=O)N(COC)C1=O,-6.0,i,i,i,0.0,i,i,i,i,0.7,i
COc1ccc(-n2c(-c3ccccc3)nc3ccccc3c2=O)cc1,-14.9,i,i,i,11.1,i,i,i,i,10.3,i
Clc1cccc(N2CCNCC2)c1,-6.1,i,i,i,6.1,i,i,i,i,2.8,i
CCSc1nnc([C@@H](N)Cc2ccccc2)o1,-7.9,i,i,i,-4.1,i,i,i,i,4.6,i
CCC(COC(=O)c1cc(OC)c(OC)c(OC)c1)(c1ccccc1)N(C)C (stereo not given),-7.9&-7.4,54*!,i,i,-0.9&4.9,i,i,i,i,2.9&-5.0,i
Cc1cc(CN(C)C)c(OC(=O)N(C)C)cc1C,-7.3,i,i,i,-0.8,i,i,i,i,-1.7,i
O=C1NC(=O)N(c2ccc(Cl)cc2)C(=O)/C1=C/c1coc2ccc(O)cc2c1=O,-16.4,i,i,i,6.5,i,i,i,i,0.5,i
CC/C(=N\NC(=O)c1ccccc1O)c1c(O)n(C2CCCCC2)c(=O)[nH]c1=O,-19.0,i,i,i,2.9,i,i,i,i,6.3,i
O=C(Cc1cccs1)N1CCC2(CC1)OCCO2,-9.5,i,i,i,-2.4,i,i,i,i,-0.1,i
COc1ccc(C(=O)OC2CC[C@@]3(C)C4CCC5[C@]6(O)CC(O)[C@@]7(O)C(CN8CC(C)CCC8[C@@]7(C)O)[C@]6(O)C[C@@]53O[C@]24O)cc1OC (stereo not given in full),-5.0,i,i,i,1.9,i,i,i,i,8.4,i
CCN(CC)C(=O)COc1cc(C)cc2oc(=O)c3c(c12)CCCC3,-5.5,i,i,i,5.1,i,i,i,i,15.9,i
Clc1ccc2[nH]c3c(c2c1)CCNC3,-10.0,i,i,i,2.1,i,i,i,i,-2.9,i

# Two compounds drawn at random from the list so far, as already listed:
SMILES,hERG protect,TRPC4 act,TRPC4 potent,PolyA inh,DYRK1A inh,KCNK3 inh,TRPC4 inh,KCNQ1 inh,KCNK9 inh,Platelet DG rel,KCNQ1 act
CCCN(CC#CCOc1ccc(OC)cc1)CCC,-2.0,i,i,i,4.1,i,i,i,i,0.4,i
COc1ccc(CCn2c(O)c(/C=N/N3CCOCC3)c(=O)[nH]c2=O)cc1OC,-5.0,i,i,i,.,i,i,i,i,2.3,i

# (continued)
SMILES,hERG protect,TRPC4 act,TRPC4 potent,PolyA inh,DYRK1A inh,KCNK3 inh,TRPC4 inh,KCNQ1 inh,KCNK9 inh,Platelet DG rel,KCNQ1 act
Cc1nnc2ccc(N3CCN(C)CC3)nn12,-7.8,i,i,i,2.5,i,i,i,i,3.9,i
COc1ccc(-c2nn(CCC#N)cc2C(=O)Nc2ccccc2Cl)cc1,-8.6,i,i,i,.,i,i,i,i,7.0,i
Cc1cc(NC(=O)COC(=O)c2c(C)nn(Cc3ccccc3Cl)c2Cl)no1,-7.4,i,i,i,-1.4,i,i,i,i,-1.8,i
O=c1cccc2n1C[C@H]1C[C@@H]2CN2CCCC[C@@H]12,-4.1,i,i,i,-2.5,i,i,i,i,-2.3,i
CCOc1ccc(CN2CCCC(C(=O)c3ccccc3OC)C2)cc1 (stereo not given),-8.9,i,i,i,-4.0,i,i,i,i,-14.2,i
CC(=O)N1N=C(c2c(O)n(C)c(=O)n(C)c2=O)CC1c1ccccc1 (stereo not given),-4.6,i,i,i,-4.7,i,i,i,i,-2.8,i
O=c1[nH]c(=O)n(Cc2ccco2)c(O)c1/C=N/N1CCCCC1,0.1,i,i,i,-5.5,i,i,i,i,-1.9,i
CNC(=O)Oc1cccc2ccccc12,-2.5,i,i,i,-3.3,i,i,i,i,8.5,i
CN(C)C1=NP(N(C)C)(N(C)C)=NC(c2ccccc2)=N1,-7.4,i,i,i,-7.9,i,i,i,i,-3.1,i
COP(=O)(OC)C(NC(=O)c1ccc(C)cc1)C(Cl)(Cl)Cl (stereo not given),-10.5,i,i,i,1.8,i,i,i,i,2.1,i
CCCCn1c(O)c(/C(CC)=N/N2CCCCC2c2cccnc2)c(=O)[nH]c1=S (stereo not given),-10.6,i,i,i,2.2,i,i,i,-18.1*,-12.7,i
COC(=O)C1=C(c2ccc(S(C)(=O)=O)cc2)C[C@@H]2CC[C@H]1N2C(=O)NC(C)C,-5.2,i,i,i,-4.5,i,i,i,i,1.0,i
CCN1C(=O)C(=Cc2ccc(C)s2)C(=O)N(CC)C1=S,-8.2,i,i,i,4.7,i,i,i,i,0.2,i
COc1ccc(-n2c(CNCCc3ccc(C)cc3)nc3ccccc3c2=O)cc1,-5.5,134*,i,i,-4.0,i,i,i,i,-2.0,i

# Some of the compounds tested (hit frequency here may not be typical).
